Screens: PubChem, National Center for Advancing Translational Sciences (NCATS)
DT40 TDP1 no CPT = qHTS for Inhibitors of human tyrosyl-DNA phosphodiesterase 1 (TDP1): qHTS in cells in absence of CPT; DT40 Tdp1-/- hTDP1 cells, no CPT, ATP luminescence, 48 h; Potency, µM (doses to about 46.2 µM), for inactives: at the highest dose activity change, negative = growth inhibition, usual class: inhibitors; hit rate 15% among 420,000; note: nearly all actives have a fitted effect of over 55% in size
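Compound effects on proliferation are scored in DT40 Tdp1-/-;hTDP1 cells in the absence of CPT. ATP levels (CellTiter-Glo luminescence) are recorded after a ≥48 hr, 37 °C incubation.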
KAT2A inh = qHTS Assay for Inhibitors of GCN5L2. hit rate 0.21% among 390,000. Potency, µM (doses to about 58.9 µM), without a hit: top-dose activity change, negative = inhibition, usual class: inhibitors. AID 504327, 2011. GCN5L2 HAT assay, ThioGlo1 CoA-SH fluorescence
Target sequence (Q92830 whole entry, looked up): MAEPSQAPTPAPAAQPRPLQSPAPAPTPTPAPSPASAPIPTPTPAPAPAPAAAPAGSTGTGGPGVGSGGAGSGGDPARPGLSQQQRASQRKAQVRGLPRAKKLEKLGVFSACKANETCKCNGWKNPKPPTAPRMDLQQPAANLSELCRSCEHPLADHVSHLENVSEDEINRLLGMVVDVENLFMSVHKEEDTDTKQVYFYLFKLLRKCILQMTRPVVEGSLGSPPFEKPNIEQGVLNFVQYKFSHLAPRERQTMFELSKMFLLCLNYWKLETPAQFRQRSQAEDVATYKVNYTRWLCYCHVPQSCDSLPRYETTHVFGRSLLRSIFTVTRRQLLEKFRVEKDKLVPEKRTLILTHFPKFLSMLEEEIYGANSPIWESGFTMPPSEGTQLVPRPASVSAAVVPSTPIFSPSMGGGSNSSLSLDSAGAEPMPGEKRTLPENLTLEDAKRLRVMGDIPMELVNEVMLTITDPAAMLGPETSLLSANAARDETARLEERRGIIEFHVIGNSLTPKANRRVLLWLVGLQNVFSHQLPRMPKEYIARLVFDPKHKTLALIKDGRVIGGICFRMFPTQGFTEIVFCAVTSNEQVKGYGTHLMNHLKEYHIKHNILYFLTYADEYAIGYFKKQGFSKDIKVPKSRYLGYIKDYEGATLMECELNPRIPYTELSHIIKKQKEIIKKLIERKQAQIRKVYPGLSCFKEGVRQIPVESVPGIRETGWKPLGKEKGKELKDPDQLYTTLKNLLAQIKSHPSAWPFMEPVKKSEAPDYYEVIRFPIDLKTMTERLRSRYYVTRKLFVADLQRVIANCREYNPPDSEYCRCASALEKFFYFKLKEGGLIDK
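Titration-based screen in which CoA formation is detected via maleimide probe ThioGlo1 (50uM) turning fluorescent on thiol reaction; substrates H3(1-25) 75uM and acetyl-CoA 70uM, GCN5L2 20nM, 20 min incubation at room temperature.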
DT40 TDP1 CPT = qHTS for Inhibitors of human tyrosyl-DNA phosphodiesterase 1 (TDP1): qHTS in cells in presence of CPT; chicken DT40 Tdp1-/-;hTDP1 cells + 20 nM CPT, ATP luminescence, 48 h; Potency, µM (titrated, usually from 46.2 µM), for the others: at the top dose activity change, negative = growth inhibition, usual class: inhibitors; hit rate 12% among 420,000; note: nearly all actives have a fitted effect of over 55% in size
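Cell growth measured by CellTiter-Glo luminescence after a minimum 48 h, 37 C compound exposure with 20 nM CPT in Tdp1-knockout DT40 cells stably expressing hTDP1, seeded 400/well; qHTS titration format.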
* = called active by the depositor; u = inconclusive; x = not tested or not shown; & = joins results of further samples; [ ] = remark or other dose. Calls come from the whole dose curve; as a rule, active = well fitted curve in the direction sought with a large enough effect; inconclusive = small, poorly fitted or top-dose-only effect, or another doubt; inactive = no such curve, though single readings can be large; an effect the other way counts as inactive or inconclusive. % is set by controls: 0 for no effect and ±100 for the full control effect; potency is the fitted concentration of half-maximal effect. This is a subset; the hit share may differ from the screen's.

Preview:
Each structure is followed by: DT40 TDP1 no CPT | KAT2A inh | DT40 TDP1 CPT
- COCCNC(=O)C1CCN(Cc2cccc(OCc3ccccc3)c2)CC1
→ -9% | -1% | -47%
- c1ccc2c(c1)oc1c(NCCCN3CCOCC3)ncnc12
→ -8% | -10% | -4%

The list itself (from the top)
Each structure is followed by: DT40 TDP1 no CPT | KAT2A inh | DT40 TDP1 CPT
- COCCNC(=O)C1CCN(Cc2cccc(OCc3ccccc3)c2)CC1
→ -9% | -1% | -47%
- c1ccc2c(c1)oc1c(NCCCN3CCOCC3)ncnc12
→ -8% | -10% | -4%
- COc1cc(NC(=O)CCc2nnc3ccc(N4CCC(C)CC4)nn23)cc(OC)c1
→ -11% | -6% | u
- CCOC(=O)C1CCN(C(c2cc3cc(C)cc(C)c3[nH]c2=O)c2nnnn2C2CCCCC2)CC1 (centres undefined)
→ -9% | x | -25%
- CCCc1nnc(SCc2ccc(OC)cc2)n1N
→ 18µM* | -15% | 26µM*
- Cc1ccc(C)c(C(=O)OCC(=O)Nc2cccc(S(=O)(=O)NC3=NCCCCC3)c2)c1
→ u | -5% | u
- O=C(O)/C=C/C(=O)Nc1ccc(OC(F)F)cc1
→ -13% | -3% | 2%
- O=C(N/N=C/c1cn(-c2ccccc2)nc1-c1cccnc1)c1cccnc1
→ -22% | -2% | -29%
- CCOc1ccc(NC(=S)Nc2ccccc2C2(C)CC2)cc1
→ 8.2µM* | -13% | u
- CS(=O)(=O)NCCOc1ccc(S(=O)(=O)NCCOc2ccccc2)cc1
→ -7% | -13% | 1%
- O=C(CSc1nnc(Nc2ccccc2)s1)Nc1cccnc1Cl
→ 7% | -3% | -1%
- Cc1cccc(NC(=O)CSc2nc(-c3ccco3)nc3cc(=O)[nH]n23)c1
→ -24% | -12% | -23%
- O=C(C1CCCN(S(=O)(=O)c2cccc3cccnc23)C1)N1CCN(c2ccc(F)cc2)CC1 (centres undefined)
→ u | -1% | 23µM*
- C[C@H](NC(N)=O)C(=O)Nc1ccc2c(c1)OCO2
→ 15% | -14% | -1%
- Cc1ccc(NC(=O)CSc2ccc(-c3cccnc3)nn2)cc1
→ -9% | -5% | -2%

Single records, from the list above. Screens in order: DT40 TDP1 no CPT | KAT2A inh | DT40 TDP1 CPT
Profile of `O=C(O)/C=C/C(=O)Nc1ccc(OC(F)F)cc1` → -13% | -3% | 2%
Profile of `Cc1ccc(NC(=O)CSc2ccc(-c3cccnc3)nn2)cc1` → -9% | -5% | -2%
Profile of `CCCc1nnc(SCc2ccc(OC)cc2)n1N` → 18µM* | -15% | 26µM*

The results go on.
Each structure is followed by: DT40 TDP1 no CPT | KAT2A inh | DT40 TDP1 CPT
- O=C(COc1ccc(-c2ccccc2)cc1)Nc1cccnc1
→ 21µM* | -3% | 18µM*
- CCC(CO)[n+]1c(C)cc(/C=C2\Sc3ccccc3N2Cc2ccccc2)cc1C (centres undefined)
→ 2.3µM* | -2% | 2.3µM*
- O=C(c1cc2c(s1)-c1ccccc1S(=O)(=O)C2)N1CCCC1
→ -20% | -3% | -29%
- Cc1nc(C)c(-c2ccc(SCc3cccc(F)c3)nn2)s1
→ -8% | -7% | -18%
- Cc1ccc(N(CC(=O)NCc2ccccc2)C(=O)c2csnn2)c(C)c1
→ -13% | 3% | -5%
- c1ccc(-c2nc3nonc3nc2-c2ccccc2)cc1
→ 13µM* | -8% | 21µM*
- COc1ccc(Cl)cc1N1CC(C(=O)Nc2nccs2)CC1=O (centres undefined)
→ u | x | u
- NS(=O)(=O)c1ccc(CCNC(=O)c2cccc(S(=O)(=O)N3CCc4ccccc43)c2)cc1
→ u | x | u
- CCOC(=O)N1CCN(S(=O)(=O)c2ccc(C)c([N+](=O)[O-])c2)CC1
→ -16% | -9% | 4%
- Cc1cc(N(C)C)c(C#N)c(=O)[nH]1
→ 1% | -5% | 1%
- Cc1csc(NC(=O)c2ccco2)c1C(=O)c1ccccc1
→ -25% | -3% | 20%
- CC1(C)Cc2c(c(-c3ccccc3)[nH]c(=O)c2C#N)CS1
→ -8% | -13% | -21%
- C/C=C(\CS(=O)(=O)c1ccccc1)S(=O)(=O)c1ccccc1
→ 29µM* | -12% | u
- CCN(C(=O)CSc1ncc2c(n1)-c1cc(Cl)ccc1N(Cc1ccccc1)S2(=O)=O)c1cccc(C)c1
→ 16µM* | -2% | u
- CC1=Nc2cc(C(=O)N3CCCCC3)ccc2Sc2ccc(C)cc21
→ u | -10%&0% | -17%&-8%
- CCNc1nc(SCCOc2ccc(C)cc2)nc(N(C)C)n1
→ 21µM* | -4% | 16µM*
- O=C(CCc1ccc(S(=O)(=O)N2CCOCC2)cc1)N1CCCC1
→ -8% | -3% | -18%
- CCc1ccc(N/C(=N/c2nc(C)cc(C)n2)NC(C)=O)cc1
→ u | -1% | u
- Cc1cc(N)ncc1[N+](=O)[O-]
→ -11% | x | 0%
- O=C(COC(=O)c1ccc(F)cc1Cl)Nc1cccc(S(=O)(=O)N2CCOCC2)c1
→ -37% | u | -17%
- Cc1c(CC(=O)NCCCO)c(=O)oc2cc3c(cc12)CCC(C)(C)O3
→ -29% | -2% | -13%
- Cc1cc(-n2cnc(-c3cn(C)nc3C)n2)no1
→ -1% | -2% | 13%
- c1cc(Nc2cccc3nccnc23)c2nccnc2c1
→ -21% | u | -19%
- Cc1cccc(C(=O)NCC(=O)N2CCN(S(=O)(=O)c3ccc4c(c3)OCCO4)CC2)c1
→ 8% | -6% | -4%
- Cc1cccc(-c2nc(CCNC(=O)c3ccc(Br)o3)cs2)c1
→ u | -2% | u
- CCCCn1c(N)c(N(C)C(=O)CCCn2c(=O)oc3ccccc32)c(=O)[nH]c1=O
→ -11% | x | -10%
- CCOCCCNC(=S)NCCCNc1nc2c(C)c(C)ccc2cc1C#N
→ u | 4% | u
- O=C(NCCc1ccccn1)C1CC12CCN(C(=O)c1c(F)cccc1Cl)CC2 (centres undefined)
→ -6% | x | 7%[9.04 µM]
- Cc1cccc(-c2c3c(=O)n(C)c(=O)n(C)c3c3cnc4ccccc4n23)c1
→ u | 0% | -12%
- COc1ccc(C(=O)C2CCCN(C(=O)CCc3ccccn3)C2)c(C)c1 (centres undefined)
→ u | -9% | u
- O=C(NC(=S)Nc1cccnc1Cl)c1ccc(F)cc1
→ u | 1% | -22%
- O=[N+]([O-])c1ccc2c(c1)C=C/C2=C/c1ccccc1
→ 18µM* | x | 13µM*
- COc1ccccc1/C=C1\SC(=O)N(CC(=O)NCCCn2ccnc2)C1=O
→ 12% | -17% | 4%
- O=C(Nc1ncccn1)c1ccc(Cl)c([N+](=O)[O-])c1
→ 8% | -2% | 15%
- Cc1ccc(S(=O)(=O)CCC(=O)Nc2ccc(Br)cc2)cc1
→ -12% | 3% | u
- COc1ccc(CNC(=O)CC2N=C3c4ccccc4N=C(SCC(=O)Nc4ccc(N(C)C)cc4)N3C2=O)cc1 (centres undefined)
→ u | -15% | -6%
- CN(C)CCCNc1oc(-c2ccccc2Cl)nc1S(=O)(=O)c1ccccc1
→ u | -1% | u
- COc1ccccc1C(=O)Nc1cccc(OCc2cc(=O)n3ccccc3n2)c1
→ -21% | 4% | -15%
- COC(=O)c1ccc(NC(=S)NCCCN2CCCC2=O)cc1
→ -3% | -5% | 4%
- CCc1nn(-c2ccccc2)c2nc(-c3ccccc3OC)c3cc(OC)c(OC)cc3c12
→ 16µM* | 2% | 18µM*
- O=C(CCC(=O)OCC(F)(F)C(F)F)Nc1ccc(F)cc1F
→ 5% | -4% | 8%
- CCc1ccc(NC(=O)NNC(=O)CCc2ccccc2)cc1
→ 0% | 15% | -4%
- COc1cccc(-n2nnc3c(=O)n(CC(=O)Nc4ccc(C)cc4)cnc32)c1
→ 0% | -4% | -8%
- CCc1ccc(CN(C)C(C)C(=O)Nc2ccc(S(=O)(=O)N3CCCC3)cc2)cc1 (centres undefined)
→ 16µM* | -12% | 18µM*
- C=CCn1c(COc2ccc(Cl)cc2)nnc1SCC(=O)N1CC(=O)Nc2ccccc21
→ -27% | 2% | -27%
- Cc1ccc2nc(SC(C)C(=O)N3CCCC3)[nH]c2c1 (centres undefined)
→ -16% | -5% | -9%
- Cc1ccc(-c2nnn(CC(=O)N(c3ccccc3)C(C(=O)NC3CCCC3)c3ccco3)n2)o1 (centres undefined)
→ u | 3% | u
- Cc1csc2ncc(C(=O)NCc3ccccc3Cl)c(=O)n12
→ -24% | -3% | u
- Cc1cccc2c1-c1sc(C(=O)N3CCc4ccccc4C3)cc1CO2
→ -12% | -24% | -2%
- CCCCOCC(O)CCc1n[nH]c(=S)n1-c1ccccc1 (centres undefined)
→ -5% | u | -2%
- CCCCC(=O)N(C)c1c(CC)nc2c(OCCOC)cccn12
→ 0% | x | -14%
- COc1ccc([C@@H]2C[C@@H](c3ccccc3)Oc3cc(C)cc(C)c32)cc1
→ u | -2% | -22%
- Cc1c(NC(=O)C(C)Oc2ncnc3ccccc23)c(=O)n(-c2ccccc2)n1C (centres undefined)
→ -22% | -5% | -10%
- Cc1ccc(OCC(=O)Nc2ccc(N3CCOCC3)cc2)c([N+](=O)[O-])n1
→ -12% | -4% | 0%
- CCOc1ccc(S(=O)(=O)NCc2cccnc2)cc1
→ u | -7% | -16%
- C=CCC1C=CCC(CC=C)N1C(=O)c1ccccc1[N+](=O)[O-] (centres undefined)
→ u | 2% | 13µM*
- COc1ccc(NS(=O)(=O)c2ccc(N3CCCC3=O)cc2)cn1
→ 6.5µM* | -6% | 4.6µM*
- CC1(C)C(CO)=CC(=O)C2=C1SCC(=O)N2
→ -3% | -4% | -5%
- Cc1cc2c(NC3CCCCC3)ncnc2s1
→ 13µM* | -28% | u
- O=C1C=C(c2ccc(Cl)c(C(F)(F)F)c2)C[C@@H](c2ccc3c(c2)OCO3)C1
→ u | -12% | u

The list continues:
Each structure is followed by: DT40 TDP1 no CPT | KAT2A inh | DT40 TDP1 CPT
- Cc1cc2ccccn2c1C(=O)c1cccc([N+](=O)[O-])c1
→ u | -4% | u
- Cc1ccccc1NC(=O)COC(=O)C1CC2CCCC(C1)C2=O (centres undefined)
→ -1% | -1% | -10%
- O=C(O)c1ccccc1C(=O)Nc1ccc(-n2ccc(C(F)(F)F)n2)cc1
→ -11% | -5% | 0%
- Cc1nc2ccccc2nc1CN1CCC(CO)(CC2CCCCO2)CC1 (centres undefined)
→ -18% | -5% | 5%
- CC[n+]1ccc(C)c2cc(SC(F)(F)F)ccc21
→ u | -9% | u
- CC(=O)C1CCC2C3CCC4=CC(=O)C=CC4(C)C3C(=O)CC12C (centres undefined)
→ -15% | x | 0%
- CN1CCN(CCCNC(=O)c2ccc(/C=C3\Oc4ccccc4N(Cc4ccccc4F)C3=O)cc2)CC1
→ 21µM* | -5% | u
- O=C(NCc1ccco1)c1ccc2c(c1)N(Cc1ccc(F)cc1)C(=O)c1ccccc1S2=O (centres undefined)
→ 16µM* | -7% | u
- CC(C)CC1Nc2ncnc(N3CCCCC3)c2N(Cc2ccc(Br)cc2)C1=O (centres undefined)
→ 16µM* | -18% | u
- CCOC(=O)c1c(C)oc2c(Cl)cc(NS(=O)(=O)c3ccc(Cl)c(C)c3)cc12
→ 26µM* | 4% | u
- Cc1c(C(=O)N2CCc3ccccc3C2)oc2ccc(Br)cc12
→ u | 4% | u
- CCCOc1ccc2nc(C)c(CCC)c(SC(=N)N)c2c1
→ u | u | -4%
- CCOC(=O)CN(C(=O)c1ccccc1[N+](=O)[O-])C(C)(C)C
→ 2% | 1% | -1%
- O=C(NCCc1ccc(Cl)cc1)c1ccc2c(c1)nc1n2CCOC1
→ u | -2% | u
- Cc1ccccc1CNC(=O)CCn1nc(C)c2c(C)n(-c3ccccc3)nc2c1=O
→ 4% | 2% | -21%
- COc1ccc2c(c1)nc(SCC(=O)c1cccs1)n2C
→ -17% | -5% | -24%
- C[C@@H]1CN(Cc2ccc3c(c2)CN(Cc2cccn2-c2cccnc2)CCO3)C[C@H](C)O1
→ 15µM* | x | -2%[9.04 µM]
- O=C(Oc1cccnc1)c1ccc([N+](=O)[O-])cc1
→ 4% | -1% | 13%
- CCOC(=O)N1CCN(S(=O)(=O)c2ccc(C(=O)N(CCCN(C)C)c3nc4c(C)c(C)ccc4s3)cc2)CC1
→ u | -5% | u
- O=C(NCc1cccc(Br)c1)C1CC2Cn3c(nc4ccccc43)C2N1Cc1ccccc1 (centres undefined)
→ 18µM* | x | 18µM*
- COc1cc(SC)ccc1C(=O)NNC(=O)C1COc2ccccc2O1 (centres undefined)
→ -5% | -2% | 5%
